Screens (PubChem)
KB-3-1 tox = KB-3-1 parental cell cytotoxicity. hit rate 1.4% among 400,000. Potency, µM (doses to about 46.1 µM), for inactives: top-dose activity change, negative = cytotoxic, actives largely listed as cytotoxic. KB-3-1 viability, CellTiter-Glo ATP luminescence, 72 h; note: potency is the fitted concentration of half-maximal effect; % is set by controls: 0 for no effect and ±100 for the full control effect; nearly all actives have a fitted effect of over 60% in size
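Using CellTiter-Glo luminescence, growth of non-resistant KB-3-1 adenocarcinoma cells is assessed 72 h after pin-tool compound addition at 37 °C. Normalized responses across the concentration series yield fitted curves.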
SW480 rerep = induces DNA re-replication in SW480 colon adenocarcinoma cells. SW480 DNA re-replication, Hoechst DNA content imaging, 48 h. hit rate 1.8% among 340,000. Potency, µM (doses to about 46.1 µM), without a hit: top-dose re-replication activation, usual class: activators; note: potency is the fitted concentration of half-maximal effect; % of control where 0% means no effect; nearly all actives have a fitted effect of over 55% in size
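Hoechst fluorescence of nuclei (405 nm excitation, 500-530 nm emission) measured by plate-scanning imager after 48 hr compound exposure at 37 C; re-replication scored as increased number of nuclei with elevated intensity.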
IL-1B inflam inh = inflammasome signaling inhibition, IL-1 beta readout; THP-1 LPS/ATP IL-1B secretion, AlphaLISA, 16 h; active compounds read low; activity change, % at 57.5 µM; AID 743279; hit rate 4.7% among 360,000; in the data active = activity change below about -50%; inconclusive = mostly about -30% to -49%; note: % is set by controls: 0 for no effect and ±100 for the full control effect
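THP-1 cells pretreated 1 hr with compounds (up to 57.5 uM final), then stimulated with LPS (250 ng/mL final) plus ATP (1.25 mM final); secreted IL-1B measured by AlphaLISA after 16 hr, decreased signal indicating inhibition.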
KB-V1 MDR tox = KB-V1 MDR subline cytotoxicity; Potency, µM (highest dose often 46.1 µM), for the others: at the highest dose activity change, negative = cytotoxicity, hits mostly cytotoxic; hit rate 3.4% among 400,000; KB-V1 MDR cells viability, CellTiter-Glo, 72 h; AID 1347076; note: potency is the fitted concentration of half-maximal effect; % is set by controls: 0 for no effect and ±100 for the full control effect; nearly all actives have a fitted effect of over 60% in size
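qHTS viability screen in drug-selected KB-V1 MDR cells: 72 h compound treatment at 37 degrees C, ATP luminescence end point.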
MCF10A rereplic = induces DNA re-replication in MCF 10a normal breast cells | hit rate 2.9% among 350,000 | Potency, µM (top dose mostly 46.1 µM), for inactives: at the highest dose activity, positive = re-replication, usual class: activators | MCF 10A DNA re-replication, Hoechst nuclear intensity, 48 h | AID 624296; note: potency is the fitted concentration of half-maximal effect; % of control where 0% means no effect; nearly all actives have a fitted effect of over 50% in size
WRN helicase inh = blocks human WRN helicase; Potency, µM (top dose mostly 114 µM), inactives show top-dose activity change, negative = inhibition, usual class: inhibitors; WRN helicase unwinding, fluorescent forked duplex, kinetic; hit rate 0.46% among 360,000; AID 651768; note: potency is the fitted concentration of half-maximal effect; % is set by controls: 0 for no effect and ±100 for the full control effect; nearly all actives have a fitted effect of over 55% in size
Target sequence (Q14191 whole entry, looked up): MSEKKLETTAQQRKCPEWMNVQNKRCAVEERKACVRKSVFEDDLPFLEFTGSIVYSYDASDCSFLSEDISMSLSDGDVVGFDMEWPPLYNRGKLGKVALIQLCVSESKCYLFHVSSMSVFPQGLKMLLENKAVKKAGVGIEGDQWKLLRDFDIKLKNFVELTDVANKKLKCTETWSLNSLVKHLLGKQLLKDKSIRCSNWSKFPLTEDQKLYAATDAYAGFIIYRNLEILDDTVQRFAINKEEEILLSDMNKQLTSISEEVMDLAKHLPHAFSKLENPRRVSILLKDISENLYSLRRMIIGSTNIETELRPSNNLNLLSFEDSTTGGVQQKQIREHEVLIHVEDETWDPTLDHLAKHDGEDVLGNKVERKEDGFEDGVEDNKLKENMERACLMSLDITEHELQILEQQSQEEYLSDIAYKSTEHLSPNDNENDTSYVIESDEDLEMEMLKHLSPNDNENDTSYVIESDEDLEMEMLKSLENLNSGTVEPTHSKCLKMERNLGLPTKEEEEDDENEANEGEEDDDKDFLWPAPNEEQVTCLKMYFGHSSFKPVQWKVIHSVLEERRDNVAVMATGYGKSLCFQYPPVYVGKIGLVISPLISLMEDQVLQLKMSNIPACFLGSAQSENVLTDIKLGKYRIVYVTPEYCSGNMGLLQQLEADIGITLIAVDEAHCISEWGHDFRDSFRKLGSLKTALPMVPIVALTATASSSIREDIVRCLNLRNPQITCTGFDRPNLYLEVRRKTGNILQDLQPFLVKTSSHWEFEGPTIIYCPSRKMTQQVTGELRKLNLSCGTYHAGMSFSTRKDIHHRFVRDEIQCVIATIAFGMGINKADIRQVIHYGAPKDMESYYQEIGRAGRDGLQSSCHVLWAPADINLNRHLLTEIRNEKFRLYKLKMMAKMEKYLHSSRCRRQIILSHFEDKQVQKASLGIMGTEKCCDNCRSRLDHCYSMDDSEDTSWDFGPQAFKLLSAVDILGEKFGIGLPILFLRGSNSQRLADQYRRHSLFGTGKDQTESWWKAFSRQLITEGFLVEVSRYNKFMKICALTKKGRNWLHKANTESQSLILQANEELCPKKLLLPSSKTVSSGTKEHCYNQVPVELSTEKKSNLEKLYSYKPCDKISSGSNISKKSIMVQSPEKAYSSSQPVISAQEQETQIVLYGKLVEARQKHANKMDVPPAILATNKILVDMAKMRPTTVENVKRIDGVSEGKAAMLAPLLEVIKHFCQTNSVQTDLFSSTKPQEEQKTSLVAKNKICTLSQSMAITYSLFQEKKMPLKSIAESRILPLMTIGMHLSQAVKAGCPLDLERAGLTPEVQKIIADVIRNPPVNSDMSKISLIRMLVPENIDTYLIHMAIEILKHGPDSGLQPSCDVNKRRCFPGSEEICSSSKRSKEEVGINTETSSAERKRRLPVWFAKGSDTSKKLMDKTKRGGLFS
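Primary qHTS, 1536-well format. 20 nM WRN + compound, 15 min RT; start with 100 nM forked fluorophore/quencher duplex, 2 mM ATP (final); kinetic read ex 525/em 598 nm.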
HT1080 IDH1KD tx = kills HT-1080 cells with IDH1 knockdown; HT-1080 IDH1 knockdown viability, ATP luminescence, 48 h; hit rate 2% among 360,000; Potency, µM (doses to about 46.1 µM), for inactives: top-dose activity, negative = toxicity, actives largely listed as cytotoxic;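 note: potency is the fitted concentration of half-maximal effect; 0% = DMSO wells and -100% = cell-free medium wells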
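Luminescent ATP read-out (CellTiter-Glo, 10 min at room temperature) after 48 h compound exposure at 37 °C gave viability of IDH1-knockdown HT-1080 cells. Activity was normalised to DMSO and cell-free wells, then fitted as concentration-response curves.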
ATXN2 expr inh = inhibitors of ATXN2 expression; HEK-293 ATXN2-luciferase reporter, luminescence, 24 h; Potency, µM (doses to about 57 µM), for inactives: at the top dose activity change, negative = inhibition, most hits filed as inhibitors; hit rate 0.72% among 360,000; AID 1745845; note: potency is the fitted concentration of half-maximal effect; % is set by controls: 0 for no effect and ±100 for the full control effect; nearly all actives have a fitted effect of over 55% in size
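ATXN2-luciferase reporter cells (luciferase flanked by upstream and downstream ATXN2 gene portions) were treated 24 h at 37 °C with compounds at up to 57 uM. SteadyGlo luminescence gave expression; GF-AFC fluorescence gave viability.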
HT1080-NT tox = kills 2HG-producing HT-1080-NT fibrosarcoma cells. HT-1080-NT fibrosarcoma viability, CellTiter-Glo ATP luminescence, 48 h. Potency, µM (highest dose often 46.1 µM), for inactives: at the top dose activity, negative = less viability, hits mostly cytotoxic. hit rate 1.6% among 360,000. AID 686970;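 note: NT is the 2HG producing partner of a matched IDH1 knockdown line; potency is the fitted concentration of half-maximal effect; 0% = DMSO-treated cells and -100% = media-only wells without cells; nearly all actives have a fitted effect of over 55% in size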
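A 48-hour cytotoxicity screen used HT-1080-NT cells plated 2 hours before compound delivery. ATP-based CellTiter-Glo luminescence measured viability, normalized to DMSO and no-cell controls.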
The depositor's hits bear a star; i = inactive; ? = inconclusive; . = no result given; & = joins results of further samples; [ ] = remark or other dose. Unless noted, calls come from the whole dose curve; as a rule, active = well fitted curve in the direction sought with a large enough effect; inconclusive = small, poorly fitted or top-dose-only effect, or another doubt; inactive = no such curve, though single readings can be large; an effect the other way counts as inactive or inconclusive.

SMILES	KB-3-1 tox	SW480 rerep	IL-1B inflam inh	KB-V1 MDR tox	MCF10A rereplic	WRN helicase inh	HT1080 IDH1KD tx	ATXN2 expr inh	HT1080-NT tox
CC(C)Oc1cccc(C(=O)C2CCCN(S(=O)(=O)C(C)C)C2)c1 (centres undefined)	-2%	-2%	27	?	11%	0%	-10%	-8%	-2%
O=C(c1cccc(Cl)c1)N1CCCc2ccccc21	6%	-1%	0	-22%	4%	10%	-16%	0%	4%
O=C(NCC(c1ccco1)N1CCc2ccccc2C1)c1ccc([N+](=O)[O-])cc1 (centres undefined)	-16%	-11%	3	?	16%	15%	-4%	-11%	-9%
O=C(NC1CC1)C1CCN(C2CCN(C(=O)/C=C/c3cccc(F)c3F)CC2)CC1	12%	2%	2	?	3%	1%[57.1 µM]	5%	-2%	12%
CCN(CC)CCCSc1nc2ccccc2s1	-9%	-5%	0	-18%	-3%	-34%	12%	4%[11.3 µM]	-5%
CC1(C)CC(=O)C(C#N)=C(NCCCO)C1	8%	-14%	36	25%	1%	7%	17%	-4%	1%
COC(=O)c1c(C)oc2ccc(N(C(=O)Oc3ccccc3)S(=O)(=O)c3ccccc3)cc12	?	29%	-20	2.9µM*	-7%	2%	-12%	-22%	2%
CS(=O)(=O)c1ccc(CNC(=O)C2(C(F)(F)F)CC(CCCO)CCCO2)cc1 (centres undefined)	5.8µM*	0%[9.22 µM]	-4	?	-49%[inhibitor]	1%	5.8µM*	-23%	1.6µM*
C/C(=N\Nc1nc(-c2ccccc2O)nc2ccccc12)c1ccccc1	10%	15%	31	2%	16%	0%	2%	-11%	14%
CN(C)CCCN(C(=O)CCOc1ccccc1)c1nc2c(F)cccc2s1	?	?	-60*	-13%	?	2%	7.3µM*	-32%	15µM*
Cc1cc(NC(=O)C2CC(c3ccc(Cl)cc3)=NO2)no1 (centres undefined)	7%	-10%	-5	7%	10%	-8%	-1%	-2%	3%
N#Cc1ccc(NC(=S)Nc2ccccc2)cc1	-16%	1%	i	?	13%	-7%	12%	7%	-9%
Cc1ccc(S(=O)(=O)N2CCN(C(=O)Cn3c(=O)cnc4ccccc43)CC2)cc1	2%	1%	-10	3%	3%	-4%	11%	-7%	-1%
C=CCNC(NC(=O)c1ccccc1)(C(=O)OCC)C(F)(F)F (centres undefined)	-5%	0%	1	1%	-1%	-2%	-2%	12%	1%
CCOC(=O)CSc1nc(C)c2cccc(C)c2n1	?	-9%	24	12%	1%	2%	1%	4%	9%
Nc1nnc(SCC(=O)c2ccc3c(c2)NC(=O)CO3)s1	2%	-33%[inhibitor]	-2	12%	25%	4%	-7%	.	-2%
COc1ccc(CNC(=O)COC(=O)c2cc3ccccc3o2)cc1	-2%	-3%	10	11%	0%	-14%	5%	-4%	-6%
COc1ccc(N2CCN(C(=O)c3nc4nc(C)cc(C)n4n3)CC2)cc1	16%	-7%	11	-11%	0%	17%	9%	-18%	6%
CCN1CCN(Cc2ccc(NC(=O)Nc3cccs3)cc2)CC1	5%	3%	-14	8%	-5%	-10%	14%	-11%	4%
COc1ccc(N(C(=O)c2snc(C(N)=O)c2N)C(C(=O)NC2CCCCC2)c2ccc(F)cc2)c(OC)c1 (centres undefined)	-18%	?	-22	-14%	-7%	-7%	0%	-29%	-7%
COCCn1c(SCC(=O)Nc2cc(C)on2)nc2ccccc2c1=O	2%	-12%	7	12%	2%	-3%	15%	.	0%
C#CCn1c(O)c(N=NC(=O)CNC(=O)c2cccnc2)c2ccccc21	?	-12%	0	-12%	?	7%	3%	0%	-2%
CCc1ccccc1NC(=O)CN1CCN(C(=O)C(C)NC(=O)c2ccc(Cl)cc2)CC1 (centres undefined)	-9%	15%	2	0%	2%	10%	1%	1%	-12%
Cc1ccc(OCC(=O)NC(C)c2ccc(Cl)c(Cl)c2)c([N+](=O)[O-])n1 (centres undefined)	3%	-8%	-12	?	-2%	-3%	-5%	-10%	0%

Taken from the results shown, four compounds:
SMILES	KB-3-1 tox	SW480 rerep	IL-1B inflam inh	KB-V1 MDR tox	MCF10A rereplic	WRN helicase inh	HT1080 IDH1KD tx	ATXN2 expr inh	HT1080-NT tox
Cc1ccc(S(=O)(=O)N2CCN(C(=O)Cn3c(=O)cnc4ccccc43)CC2)cc1	2%	1%	-10	3%	3%	-4%	11%	-7%	-1%
C=CCNC(NC(=O)c1ccccc1)(C(=O)OCC)C(F)(F)F (centres undefined)	-5%	0%	1	1%	-1%	-2%	-2%	12%	1%
CCOC(=O)CSc1nc(C)c2cccc(C)c2n1	?	-9%	24	12%	1%	2%	1%	4%	9%
Nc1nnc(SCC(=O)c2ccc3c(c2)NC(=O)CO3)s1	2%	-33%[inhibitor]	-2	12%	25%	4%	-7%	.	-2%

Next entries
SMILES	KB-3-1 tox	SW480 rerep	IL-1B inflam inh	KB-V1 MDR tox	MCF10A rereplic	WRN helicase inh	HT1080 IDH1KD tx	ATXN2 expr inh	HT1080-NT tox
Cc1nc(SCc2ccc([N+](=O)[O-])cc2)n[nH]1	5%	-1%	-3	-1%	0%	5%	8%	11%	2%
CC(C)CCNC(=O)c1onc(CSc2ccccc2)c1C(=O)NCCC(C)C	-2%	-1%	-2	-6%	?	-7%	-9%	3%	-2%
COc1ccccc1OCCCC(=O)Nc1ccc([N+](=O)[O-])cc1Br	1%	?	7	?	-36%[inhibitor]	-9%	-24%	-28%	-28%
O=C1CN(C(=O)CNCc2ccc(Cl)cc2)c2ccccc2N1	-25%	0%	-2	12%	2%	0%	-4%	-10%	-2%
COC(=O)CSc1nc(C)cc(C(F)(F)F)c1C#N	-1%	1%	-10	17%	0%	-35%	3%	-6%	0%
CCCCNC(=O)/C=C/c1ccc(OC)c(Br)c1	-7%	-4%	?	-22%	11%	0%	3%	3%	0%
COc1ccc(CNc2ncnc3cc(OC)c(OC)cc23)cc1	2%	0%	-22	-1%	-11%	1%	-2%	-17%	-8%
Nc1cccc(CCc2ccncc2)c1	1%	-2%	20	0%	14%	9%	4%	9%	-2%
CN(CC(=O)NCCc1ccccc1)S(=O)(=O)c1cccs1	-2%	-11%	7	?	1%	-4%	2%[9.24 µM]	-1%	1%
Cc1cc2c(NC(=O)Nc3ccc(C(F)(F)F)cc3)cccc2nn1	-16%	-1%[9.22 µM]	-55*	0%	?	-13%	-25%	3%	-28%
CC(C)CNC(=S)NNC(=O)c1csc2ccccc12	-21%	5%	-26	15µM*	1%	5%	-21%	12%	?
O=C(Nc1cccc(-c2ccc3nncn3n2)c1)C(F)(F)F	-1%	12%	17	12%	-1%	-2%	10%	.	-1%
COc1ccc(CN2CCNC(=O)C2CC(=O)NC2CCCCCC2)c(F)c1 (centres undefined)	.	14%	-9	.	23%	?	-8%	-13%	-3%
N=c1n(CCN2CCCCC2)c2ccccc2n1CC(O)COc1ccccc1 (centres undefined)	?	?	-56*	-1%&-10%	8%	-1%	?	?	15µM*
CCOC(=O)N1CCN(C(=O)c2cn(CC)c3ccc(S(=O)(=O)N4CCCC4)cc3c2=O)CC1	-3%	-4%	-3	-1%	-2%	11%	3%	1%	6%
Cc1ccc(N2CCN(S(=O)(=O)c3ccc4oc(=O)ccc4c3)CC2)cc1Cl	-8%	-1%	-14	-12%	17%	5%	1%	-15%	8%
Cc1ccc(O)c(Nc2ncnc3ccccc23)c1	7%	12%	-5	-10%	12%	-15%	-11%	8%	-13%
Cc1cccc(C)c1NC(=O)C(CCc1ccccc1)N1CCN(C)CC1 (centres undefined)	5%	.	-14	?	.	2%	7%	.	-10%
COc1ccc(NC(=O)NCCc2c[nH]c3ccccc23)c(OC)c1	?	-11%	-25	?	1%	-1%[57.1 µM]	-1%	-17%	0%
Cn1c(N2CCN(C(=O)Nc3ccc(C(F)(F)F)cc3)CC2)nc2ccccc21	-14%	?	-13	-7%	?	0%	-18%	-37%	-5%
O=C(NC1CCN(C(=S)NCc2ccco2)CC1)c1ccc(F)cc1	0%	?	-13	?	3%	-6%	10%	0%	3%
Cc1ccccc1OCC(O)Cn1c(N2CCN(c3ccccc3)CC2)nc2c1c(=O)[nH]c(=O)n2C (centres undefined)	0%	-12%&-7%	31	4%	-19%&3%	-5%	-20%	0%	-14%
O=c1c2cn(Cc3ccccc3)c3ccccc3c-2nn1Cc1ccc(F)cc1Cl	3%	0%	2	-9%	0%	0%	14%	-15%	3%
COC(=O)c1c(S(C)(=O)=O)nc(-c2ccccc2)[nH]c1=O	0%	2%	0	16%	?	-10%	3%	19%	7%
CCOC(=O)c1nn2c(C(F)(F)F)cc(-c3ccc(OC)cc3)nc2c1Br	8%	-3%	12	7%	5%	-2%	5%	.	8%
O=C(CNC(=O)c1ccc2ccccc2c1)OCC(=O)N1CCN(S(=O)(=O)c2ccc3ccccc3c2)CC1	-1%	-3%	-13	?	-7%	5%	8%	0%	6%
O=C(OCc1ccccc1)N(CCF)c1cn(Cc2ccccc2)c(=O)n(Cc2ccccc2)c1=O	-6%	?	4	-12%	11%	-6%	0%	-2%	-7%
O=C(CCN1C(=O)/C(=C/c2ccccc2)SC1=S)N1CCCCCC1	?	?	-101*	?	?	-32%	-6%	?	-2%
C=CCNC(=O)c1ccc([N+](=O)[O-])c(Cl)c1	6%	0%	-8	13%	27%	1%	2%	4%	4%
C=CCn1c(SCn2nnc3ccccc3c2=O)nnc1-c1ccc(Br)cc1	3%	-8%	-17	?	0%	-1%	-26%	35%	2%
CC1(C)Cc2nc3sc4c(N(CCO)CCO)nnnc4c3cc2CO1	3%	-9%	2	2%	11%	4%	-9%	19%	2%
COc1cccc(C2=NOC(C(=O)NCc3ccco3)C2)c1 (centres undefined)	23µM*	?	2	21µM*	4.1µM*	9%	?	9%	?
Cc1ccc(C(=O)NCC(=O)Nc2ccc3c(c2)OCCO3)cc1	5%	20%	8	-5%	-2%	8%	-18%	6%	-3%
